Source: PubChem BioAssay
Myeloid diff MLP: myeloid differentiation induction. ER-HoxA9 myeloid progenitors, lysozyme-GFP differentiation, flow cytometry. calls only at 10 µM. 1% of 360,000 active. AID 624256;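 active means normalized GFP-positive differentiation at or above the plate's own cutoff, the solvent-only control mean plus 3 SD; inconclusive means no clear call, values can overlap the other calls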;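 further: cells exposed to compound for four days before flow analysis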
Rac1 GTP hydrolysis: MgcRacGAP GTPase-activating activity inhibitors, confirmation, biochemical, ADP Hunter fluorescence; MgcRacGAP-stimulated Rac1 GTP hydrolysis, ADP Hunter fluorescence; higher % means a stronger effect; GST-tagged Rac1 F28L mutant substrate; inhibition, % at 30 µM, or IC50 in µM where a hit was titrated; 0.6% of 340,000 active;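 active means first-screen hits whose inhibition reached a set limit at any dose in the follow-up dose series; inconclusive means inhibition above the set first-screen limit but never retested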;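 further: fluorescence reports GDP produced by GAP-driven GTP hydrolysis; strong numbers were not always called active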
T cell modulator: T cell immune modulation candidate; 2C CD8+ T cell-vesicle binding, flow cytometry; active compounds read low; calls only at 7 µM; 0.068% of 330,000 active; AID 2052;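 active means response, share of CD8 T cells binding vesicles, and their 90th percentile fluorescence all below set limits, cut at about 80% in these data, passing the limit was not always enough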
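Assay system – 2C mouse CD8+ T cells · Also added – QL9-loaded Drosophila micro-vesicles · Timing – Cell–vesicle co-incubation 1.5 h at 37 °C, staining 20 min on ice · Signal – flow cytometry of vesicle-bound cells · Measure – percent CD8+ FL2 mean versus row control · Controls – Peptide-free naked vesicles (low) and QL9 vesicles with 0.7% DMSO vehicle (high)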
SV40 large T antigen: TAg ATPase/helicase activity blockers – biochemical (AID 1903); inhibition, % at 20 µM, or IC50 in µM where a hit was titrated; SV40 large T antigen ATPase/helicase inhibition assay; higher % means a stronger effect; 0.39% of 310,000 active; in the data active means a potency from the dose series; inconclusive means inhibition mostly from about 32% at the one dose, without a potency; inactive means the rest, 99 in 100 with inhibition below about 32%; further: strong numbers were not always called active
WT yeast gro inh: growth inhibition of WT yeast, mitochondrial fusion screen | mitochondrial fusion phenotypic screen, WT strain | inhibition, % at 10 µM | 2.1% of 190,000 active | AID 1362; in the data active means inhibition above about 58%; tested in S. cerevisiae
West Nile antiviral: West Nile virus antiviral activity, cell-based, CPE readout (AID 1621); West Nile virus-infected cells, CPE inhibition; higher % means a stronger effect; one-dose CPE inhibition, % at 10 µM; IC50 in µM for titrated hits; 0.02% of 290,000 active; in the data active means a potency from the dose series; inconclusive means CPE inhibition mostly from about 3.7% at the one dose, without a potency; inactive means the rest, 99 in 100 with CPE inhibition below about 2.2%; further: strong numbers were not always called active
Salmonella PhoP GFP: PhoP-dependent GFP reporter repression – Salmonella Typhimurium, primary screen (AID 1863). S. Typhimurium PhoP-regulated promoter GFP reporter, 4 h; higher % means a stronger effect. one-dose inhibition, % at 50 µM; IC50 in µM for titrated hits. 0.16% of 300,000 active;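 active means inhibition over 29.93%, a cutoff 3 SD above the screen mean, later confirmed by dose response; inconclusive means inhibition over 29.93% but no dose response follow-up; inactive means inhibition at most 29.93% or unconfirmed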;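 further: 0% = low Mg2+ inducing control and 100% = high Mg2+ repressing control; strong numbers were not always called active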
bCat nuc transl: modulators of beta-catenin nuclear translocation; HeLa beta-catenin nuclear translocation, immunofluorescence imaging; nuclear translocation activity, % at 5 µM; 0.3% of 190,000 active; AID 1665;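 active means nuclear translocation activity above 50% at 5 µM, with a well cell count of 50 or more; inconclusive means wells under 50 cells across six images, flagged as toxic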;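 further: per-cell ratio of nuclear to cytoplasmic median beta-catenin stain intensity; plate controls were DMSO negative control for no effect and GSK-3 inhibitor IX positive control for full effect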
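Read-out: Nuclear/cytoplasmic beta-catenin signal ratio, % activation | Assay system: Human HeLa cell line | Times: 24 h compound exposure at 37°C, 5% CO2 | Signal: Fluorescence imaging of beta-catenin antibody stain plus DAPI | Dosing: 5 µM primary, 0.02–20 µM confirmation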
RSV antiviral HEp-2: RSV antiviral activity via CPE protection, HEp-2 cells, primary 10 µM value included (AID 2391); HEp-2 cells, RSV-induced CPE inhibition; higher % means a stronger effect; CPE inhibition, % at 10 µM; hits with a dose series show IC50 in µM; 0.13% of 310,000 active; in the data active means a potency from the dose series; inconclusive means CPE inhibition mostly from about 23% at the one dose, without a potency; inactive means the rest, 99 in 100 with CPE inhibition below about 21%; further: strong numbers were not always called active
WT yeast gro inh mutant strain: recorded beside WT yeast gro inh, whose call it bears; inhibition, %; mitochondrial fusion phenotypic screen, mutant strain inhibition
bCat nuc transl cell count 5 µM: also measured in bCat nuc transl; calls as there; cell count; measured here: cell count, cytotoxicity flag
T cell modulator vesicle-bound %: recorded beside T cell modulator, whose call it bears; double positive events, %; measured here: CD8+ vesicle-bound cell fraction;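 binding gate set so that unloaded-vesicle control wells show 10% double positive cells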
Myeloid diff MLP GFP+ MAC1+ %: further read-out of Myeloid diff MLP, marked with its call; GFP+ MAC1+ double positive, %; measured here: differentiation confirmed by MAC1 staining
* marks the source's active call; other numbers are inactive results; i = inactive; ? = inconclusive; / = not tested or not shown. No enrichment for hits; 3.6% or so of the library scored in one or more.

SMILES	Myeloid diff MLP	Myeloid diff MLP GFP+ MAC1+ %	Rac1 GTP hydrolysis	T cell modulator	T cell modulator vesicle-bound %	SV40 large T antigen	WT yeast gro inh	WT yeast gro inh mutant strain	West Nile antiviral	Salmonella PhoP GFP	bCat nuc transl	bCat nuc transl cell count 5 µM	RSV antiviral HEp-2
Cc1ccc(CNS(=O)(=O)NCc2ccccc2F)cc1	i	1.0	8%	i	60	4%	-12	7	/	-2%	0.0	1154	0.3%
Cc1ccc(C)c(OCCC(=O)OCC(=O)N2c3ccccc3NC(=O)C2(C)C)c1	i	0.5	2%	i	41	/	/	/	/	/	/	/	0.5%
CC1Cc2ccccc2N1C(=O)COc1cccc(-n2cnnn2)c1 (centres undefined)	i	0.1	6%	i	23	12%	8	-11	0.3%	1%	-4.1	922	6.3%
Cc1ccc2c(c1)C(O)(CC(=O)c1cccc(-n3cccc3)c1)C(=O)N2 (centres undefined)	i	0.1	6%	i	55	8%	-9	5	0.6%	6%	-1.0	1116	-0.6%
Cc1ccc(S(=O)(=O)N2CCCC(C(=O)NCc3cccnc3)C2)cc1Cl (centres undefined)	i	0.9	9%	i	55	-1%	-9	-24	-0.7%	8%	3.4	673	0.1%
CCc1nnc(NC(=O)C2CCN(S(=O)(=O)c3ccc(C)cc3)CC2)s1	i	0.4	5%	i	10	4%	2	3	-0.3%	-1%	0.9	1026	0.9%
COc1ccc(CNC(=O)c2ccccc2NS(C)(=O)=O)cc1	i	0.1	4%	i	57	2%	-2	-1	0.8%	5%	-1.4	1103	-0.5%
NC(=O)[C@@H]1CCCCNc2c(F)cc([N+](=O)[O-])cc2C(=O)N[C@@H](CC(=O)O)C(=O)NCC(=O)N1	i	1.7	4%	i	13	11%	1	-13	-0.2%	7%	-2.2	540	-0.5%
COc1ccc(NC(=S)NCc2ccco2)c(OC)c1	i	2.8	12%	i	47	20%	-2	12	0.2%	-1%	/	/	0.0%
COc1cccc(COC(=O)C2CCN(S(=O)(=O)c3ccc(C)cc3C)CC2)c1OC	i	0.8	4%	i	48	8%	/	/	/	0%	/	/	2.1%
CCCSc1nc(O)c(C2OC(=O)c3c2ccc(OC)c3OC)c(=O)n1-c1ccccc1 (centres undefined)	i	0.6	8%	i	40	9%	2	14	0.1%	1%	/	/	0.2%
CCCC/C(O)=C1\C(=O)CC(C)(C)CC1=Nc1ccccc1OC	i	1.2	7%	i	0	0%	21	-13	-0.5%	18%	-2.0	1152	0.2%
CCOC(=O)N/N=C/C=C/c1ccccc1	i	0.0	10%	i	25	5%	-18	-2	0.3%	-8%	0.2	952	1.3%
COc1ccc2c(c1OC)C(=O)N1N=C(c3ccc(F)cc3)CC21 (centres undefined)	i	0.2	2%	i	55	10%	-3	-5	0.7%	2%	5.7	841	2.2%
CCc1ccc2c(c1)C1(SC(NC(C)=O)=NN1C(C)=O)C(=O)N2CC (centres undefined)	i	0.2	6%	i	38	10%	-14	-7	-0.3%	-1%	0.0	1055	1.5%
CN(C)S(=O)(=O)c1cc(NC(=O)COC(=O)Cc2ccc(Br)cc2)ccc1Cl	i	0.5	4%	i	33	2%	13	5	0.4%	2%	-4.6	553	-0.8%
CCOc1cc(CNn2cnnc2SCC(=O)NC(C)(C)C)ccc1OCC(=O)NC(C)(C)C	i	0.2	3%	i	62	7%	-4	-3	2.0%	-3%	2.2	872	-0.7%
CCc1ccc(NC(=O)c2cccnc2)cc1	i	2.2	3%	i	28	21%	6	18	-0.4%	-3%	-2.4	1118	3.2%
COc1ccc(NC(=O)c2cc(C)cc(C)c2)cc1[N+](=O)[O-]	i	0.3	4%	i	2	-1%	11	9	-0.7%	-6%	-2.2	1088	2.4%
Cc1ccc(CS(=O)Cc2ccc(C(=O)N3CCN(C4CCCCC4)CC3)o2)cc1 (centres undefined)	i	1.3	-7%	i	9	9%	/	/	0.2%	-2%	/	/	0.4%
CCc1ccc(N(CC(=O)NCc2ccc(OC)cc2)C(=O)CCC(=O)Nc2ccccn2)cc1	i	1.4	2%	i	34	13%	/	/	-0.1%	-3%	/	/	2.1%
O=C1CCCC2=C1C(c1ccc(O)c(O)c1)Nc1ccc3ncccc3c12 (centres undefined)	i	0.0	-1%	i	42	?	-8	-10	-0.1%	3%	-1.7	1038	11%
CCCOc1cccc(C2C(C(=O)c3ccco3)=C(O)C(=O)N2CCCn2ccnc2)c1 (centres undefined)	i	6.1	3%	i	54	14%	/	/	0.2%	-5%	/	/	0.3%
COCCNC(=O)CN(C(=O)CCC(=O)Nc1ccccn1)c1ccc(C)cc1C	i	0.7	6%	i	59	4%	/	/	-0.4%	-4%	/	/	1.0%
O=C(Cc1csc(NC(=O)Nc2ccc(Cl)cc2)n1)NCc1cccnc1	i	1.4	0%	i	48	10%	/	/	/	13%	/	/	16%
COc1ccccc1C(=O)NCC(=O)NCCCN1CCOCC1	i	1.4	8%	i	54	/	/	/	/	/	/	/	-0.4%
Nc1cc(S(=O)(=O)Nc2ccc(Cl)cc2)ccc1N1CCOCC1	i	0.6	16%	i	27	21%	/	/	-0.6%	-4%	1.4	1291	-1.6%
Cc1cccc(-c2nc3c(c(SCC(=O)N4CCCC4)n2)COC(C)(C)C3)c1	?	/	-33%	i	10	8%	/	/	0.4%	2%	/	/	1.1%
COc1cccc(-n2c(CN3CCN(c4ccccn4)CC3)nc3ccc([N+](=O)[O-])cc3c2=O)c1	i	0.1	8%	i	48	12%	11	8	0.5%	-10%	-4.2	1016	0.5%
CSc1nc2nccc(-c3ccc(Oc4ccccc4)cc3)n2n1	i	1.0	8%	i	18	0%	21	-5	0.4%	4%	-2.2	1213	5.3%
O=C(Nc1ccc(F)cc1)c1ccc2ncsc2c1	i	0.8	7%	i	23	-4%	/	/	-0.6%	21%	/	/	1.4%
COc1ccc(C(CC(=O)O)NS(=O)(=O)c2ccc3c(c2)N(C(C)=O)CC(C)O3)cc1 (centres undefined)	i	0.0	10%	i	40	9%	/	/	-0.1%	-10%	/	/	2.3%
O=[N+]([O-])c1ccc(N2CCN(c3ccc(F)cc3)CC2)nc1	i	0.3	6%	i	48	9%	/	/	-0.1%	-3%	/	/	1.8%
CCOC(=O)c1c(-c2ccc(C)cc2)csc1NC(=O)CCN1CC(C)OC(C)C1 (centres undefined)	i	1.4	15%	i	27	10%	12	14	/	10%	/	/	8.7%
Cc1cc(S(=O)(=O)NCc2cccs2)ccc1-n1cnnn1	i	0.4	9%	i	45	4%	0	-6	-0.5%	8%	-1.0	976	0.7%
COC(=O)C1=C(C(=O)OC)[C@@H]2N(Cc3ccccc3)c3ccccc3[C@@]23C[C@@H](C(=O)OC)N(C(=O)c2ccc(Br)cc2)C3=N1	i	0.1	13%	i	17	6%	/	/	-0.5%	/	/	/	-3.6%
C/C(=N\NC(=S)NC1CCCCC1)c1c(F)cccc1F	i	0.9	7%	i	9	15%	74*	32*	-0.2%	-2%	-5.6	1130	-1.2%
N#CCSc1n[nH]c2nc3c(c(=O)n12)C1(CCCC1)Cc1ccccc1-3	i	0.5	19%	i	24	5%	29	20	0.1%	-3%	-1.0	942	2.5%
COC(=O)CC(N)c1ccc(OC)c2ccccc12 (centres undefined)	i	0.7	6%	i	31	-3%	/	/	0.1%	5%	-5.9	1119	4.2%
CC(=O)Nc1cc(C(C)(C)C)c(O)c(C(C)(C)C)c1	i	2.2	6%	i	30	-4%	-2	-7	-0.2%	-1%	/	/	-0.2%

An excerpt from above in order of the Rac1 GTP hydrolysis value, highest first:
Compound	Rac1 GTP hydrolysis
N#CCSc1n[nH]c2nc3c(c(=O)n12)C1(CCCC1)Cc1ccccc1-3	19%
COC(=O)C1=C(C(=O)OC)[C@@H]2N(Cc3ccccc3)c3ccccc3[C@@]23C[C@@H](C(=O)OC)N(C(=O)c2ccc(Br)cc2)C3=N1	13%
Cc1cc(S(=O)(=O)NCc2cccs2)ccc1-n1cnnn1	9%

(listing goes on)
SMILES	Myeloid diff MLP	Myeloid diff MLP GFP+ MAC1+ %	Rac1 GTP hydrolysis	T cell modulator	T cell modulator vesicle-bound %	SV40 large T antigen	WT yeast gro inh	WT yeast gro inh mutant strain	West Nile antiviral	Salmonella PhoP GFP	bCat nuc transl	bCat nuc transl cell count 5 µM	RSV antiviral HEp-2
Cc1ccc(OCC(=O)NC(=S)Nc2ccc(Br)cn2)cc1C	i	0.2	5%	i	43	24%	-2	-13	0.0%	-7%	-5.1	1139	4.0%
O=[N+]([O-])c1cc([N+](=O)[O-])c(Oc2cncc(Cl)c2)cc1NC1CCCCCCC1	?	/	6%	i	6	5%	/	/	-0.3%	/	/	/	4.4%
O=C(CN(Cc1ccco1)C(=O)CNS(=O)(=O)c1ccc(Cl)cc1)NCc1ccco1	i	2.9	0%	i	26	9%	/	/	0.2%	0%	/	/	0.5%
Cc1cc(C)nc(NC(=O)C(c2ccccc2)c2ccccc2)n1	i	8.0	4%	/	/	12%	-6	12	0.2%	-6%	1.0	1346	0.1%
O=C1[C@@H]2[C@H](C(=O)N1n1cnnc1)[C@H]1C=C[C@@H]2C1	i	0.9	13%	i	38	1%	-1	-7	0.9%	17%	-2.3	882	0.2%
O=C(Nc1nnc(-c2ccco2)o1)c1cccc(N2C(=O)CCC2=O)c1	i	0.8	7%	i	34	10%	-4	10	0.1%	2%	-2.0	1074	1.5%
N#CCCN(C(=O)COC(=O)C1=NNC(=O)CC1)c1ccccc1	i	0.7	5%	i	37	8%	/	/	/	-1%	/	/	-2.0%
CSc1ccc(S(=O)(=O)NCCOc2ccccc2C)cc1	/	/	6%	i	46	2%	5	-2	-0.2%	27%	1.1	892	15%
O=C1CN(C(=O)COc2ccc(Br)cc2)c2ccccc2N1	i	0.3	7%	i	59	-6%	-5	-2	-0.4%	-1%	-1.4	1064	4.7%
CC(=O)NC(CC(=O)NC12CC3CC(CC(C3)C1)C2)c1ccccc1 (centres undefined)	i	0.0	5%	i	45	-4%	11	12	-0.3%	18%	/	/	0.1%
CC(=O)N1CCN(c2ccc(NC(=O)c3ccc(C)cc3)cc2)CC1	i	2.2	12%	i	50	10%	12	6	-0.7%	-7%	0.4	1387	0.4%
